GSK3B inh – inhibitors of human GSK3beta kinase; P49841; activity score (negative = inhibition), % at 10 µM; AID 2097; 0.038% of 300,000 active; GST-GSK3beta kinase, ADP-Glo luminescence, 60 min; active compounds read low;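 active = more than half of replicate wells score below -50%, meaning over 50% inhibition versus plate controls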;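 also: 0% = median DMSO wells and -100% = median GW8510 positive control wells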
Target sequence (P49841 whole entry, looked up): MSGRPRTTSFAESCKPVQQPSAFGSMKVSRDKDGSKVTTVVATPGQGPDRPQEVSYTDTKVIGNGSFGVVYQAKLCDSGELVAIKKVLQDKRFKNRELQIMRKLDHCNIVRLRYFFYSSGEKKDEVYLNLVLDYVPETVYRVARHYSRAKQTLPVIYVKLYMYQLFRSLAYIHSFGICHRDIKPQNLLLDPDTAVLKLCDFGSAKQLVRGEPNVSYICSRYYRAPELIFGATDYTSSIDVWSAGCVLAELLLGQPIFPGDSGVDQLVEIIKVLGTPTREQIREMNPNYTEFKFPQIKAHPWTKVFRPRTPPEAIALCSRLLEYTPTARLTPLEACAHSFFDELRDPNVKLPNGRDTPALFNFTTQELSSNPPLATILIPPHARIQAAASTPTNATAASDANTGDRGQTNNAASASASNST
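Test system – GST-tagged human GSK3beta kinase, cell-free · Incubation – 60 min enzyme reaction, room temperature · Signal – ADP-Glo luminescence · Also added – peptide substrate and ATP at 25 µM · Controls – DMSO neutral wells and GW8510 at 20 µM as positive · Buffer or medium – Tris/MgCl2 kinase buffer · Measure – Luminescence-derived activity versus plate DMSO and GW8510 wells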
hERG protect – shields human hERG channel from block by proarrhythmic agents | Q12809 | CHO-hERG, FluxOR thallium flux, dofetilide IC70 present | activation (rescue from dofetilide block), less the hit threshold, % at 10 µM | 0.51% of 310,000 active | AID 1511;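 active = activation above the mean of controls blocked by dofetilide plus 5 SD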;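 also: thallium influx through hERG after potassium depolarization seen as dye fluorescence rise; in these data hits start at about 4.7%; inactives centre near -7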
KCNK3 inh – human KCNK3 channel inhibition, primary screen | O14649 | CHO-KCNK3 thallium flux, FluxOR fluorescence; active compounds read low | B-score at 10 µM | 0.84% of 340,000 active | AID 602410;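 active = B-score under library mean minus 4 SD, starting fluorescence ratio at most library mean plus 5 SD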;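 also: more negative B-score means stronger inhibition of thallium flux through KCNK3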
GSK3A inh – blocks human GSK-3 alpha kinase. P49840. ADP-Glo luminescence, 60 min. inhibition, % at 10 µM. 0.1% of 320,000 active. AID 2650;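 in the data active = inhibition above about 50%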;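 also: GST-tagged GSK-3 alpha with peptide substrate and 25 µM ATP; 0% = DMSO neutral wells and 100% = GW8510 positive control wells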
KCNQ1 act – potentiates or activates the human KCNQ1 potassium channel. P51787. CHO-K1 KCNQ1, thallium flux FluxOR fluorescence; active compounds read high. B-score at 10 µM. 0.35% of 310,000 active;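 active = fluorescence ratio B-score, a plate-corrected score, at least three library SD, with initial intensity B-score within 5 SD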
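Assay system: CHO-K1 cells stably expressing KCNQ1. Medium: assay buffer for compound exposure, DMSO matched across wells. Timing: 37 °C overnight plating, 90-min dark dye load, 20-min compound pretreatment. Signal: kinetic FluxOR fluorescence, 10 s baseline plus 110 s post-stimulus.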
PolyA inh – inhibitors of polyadenylation in S. cerevisiae | S. cerevisiae SKY197-pL101 polyadenylation reporter, beta-gal luminescence; efflux-impaired pdr1/pdr3 knockout yeast; score 100 = 6 SD above DMSO | calls only at 12 µM | 0.02% of 300,000 active | AID 1875;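 active = lowest replicate activity score at least 50, where 100 means six control SD above control mean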;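 also: yeast exposed to compound for 9 h at 30 °C; higher score means more reporter readthrough which indicates perturbed polyadenylation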
Dyrk1A ADPGlo – inhibitors of rat Dyrk1A kinase | Q63470 | 0.43% of 310,000 active | AID 504441 | inhibition, % at 12.5 µM | ADP-Glo luminescence, NFATc1 peptide; in the data active = inhibition above about 50%;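 also: plate controls were vehicle with enzyme for no effect and no enzyme for full effect; many of its hits are not listed in these tables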
KCNQ1 inh – human KCNQ1 channel inhibition; 1.3% of 310,000 active; CHO-K1 KCNQ1, FluxOR thallium flux fluorescence; active compounds read high; B-score at 10 µM; P51787;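 active = compounds whose thallium flux B-score, printed positive for inhibition, exceeds three library SD while starting fluorescence stays within three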;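 also: channel opened by potassium depolarization with thallium stimulus after 20 min compound exposure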
HDAC3 inh – inhibitors of human histone deacetylase 3; O15379; recombinant HDAC3, fluorogenic peptide/trypsin coupled, fluorescence; 0.15% of 320,000 active; inhibition, % at 8.3 µM; in the data active = inhibition above about 26%, passing the limit was not always enough
KCNK9 inh – blocks the human KCNK9 two-pore domain potassium channel. Q9NPC2. HEK293 KCNK9, FluxOR thallium flux fluorescence; active compounds read low. B-score at 10 µM. 1.2% of 310,000 active. AID 488922;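 active = ratio B-score over 3 SD below the library mean, with starting fluorescence within 5 SD of its mean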;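 also: negative B-score means less thallium flux so channel inhibition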
Target sequence (Q9NPC2 whole entry, looked up, the tested form may be a part): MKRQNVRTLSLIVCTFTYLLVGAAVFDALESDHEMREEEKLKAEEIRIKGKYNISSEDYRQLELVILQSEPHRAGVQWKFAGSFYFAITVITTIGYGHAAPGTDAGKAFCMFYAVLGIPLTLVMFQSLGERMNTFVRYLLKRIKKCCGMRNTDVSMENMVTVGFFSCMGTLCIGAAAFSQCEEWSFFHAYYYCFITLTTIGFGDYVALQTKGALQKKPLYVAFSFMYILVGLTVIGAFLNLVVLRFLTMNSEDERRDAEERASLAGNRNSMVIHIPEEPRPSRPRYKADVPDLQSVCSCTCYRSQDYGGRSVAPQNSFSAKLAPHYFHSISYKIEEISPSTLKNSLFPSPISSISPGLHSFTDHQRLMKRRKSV
RGS4 act – RGS4 potentiation or activation | HEK293 M3R/inducible RGS4, carbachol calcium flux Fluo4; active compounds read low | B-score at 10 µM | 0.92% of 310,000 active;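 active = B-score of the integrated calcium signal more than 4 SD below the library mean, with starting fluorescence not abnormally high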;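 also: negative B-score means reduced calcium response which marks RGS4 activation or potentiation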
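Also added: carbachol at ECmax as muscarinic agonist stimulus; Assay system: HEK293 cells with stable M3R and inducible RGS4; Timing: overnight RGS4 induction, 30 min dye load 37 °C, 20 min compound RT; Measured by: Fluo4-AM (2 µM) calcium-flux fluorescence, kinetic read.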
An asterisk follows results filed as active; i = inactive; / = not tested or not shown. Not all compounds are listed; the hit share may differ from the screen's.

SMILES	GSK3B inh	hERG protect	KCNK3 inh	GSK3A inh	KCNQ1 act	PolyA inh	Dyrk1A ADPGlo	KCNQ1 inh	HDAC3 inh	KCNK9 inh	RGS4 act
Cc1cccc(NC(=O)Cn2c(=O)n(Cc3ccccc3)c(=O)c3c(C)c(C)sc32)c1	0	-9	i	-3	i	i	1	i	2	i	i
COc1cc(NC2=CC(=O)CC(C)(C)C2)cc(OC)c1	3	-4	i	-1	i	i	3	i	9	i	i
CCN(CC)CCN1C(=O)c2oc3ccccc3c(=O)c2C1c1ccc(C)cc1 (centres undefined)	-5	-9	i	-1	i	i	2	i	8	i	i
CSc1ncccc1C(=O)N1CCCC(Nc2ccc(C)c(C)c2)C1 (centres undefined)	1	-3	i	/	i	/	-2	i	3	i	i
O=C(CNC(=O)c1ccc(Cl)cc1Cl)NCCCn1ccnc1	2	-3	i	-3	i	i	-4	i	-8	i	i
CCOC(=O)Cn1c(=O)c(C#N)cn(C(C)C)c1=O	1	-8	i	2	i	i	/	i	2	i	i
CC1CCCN(S(=O)(=O)c2ccc(C(=O)Nc3nnc(-c4ccncc4)o3)cc2)C1 (centres undefined)	-1	-14	i	0	i	i	-3	i	/	i	i
Cc1nn(Cc2ccc(Cl)c(Cl)c2)c(C)c1NC(=O)c1cc(CC(C)C)on1	0	-6	i	-2	i	i	-1	i	-1	i	i
O=C(Nc1nnc(CCc2ccccc2)s1)C1CCCO1 (centres undefined)	2	-6	i	4	i	i	-6	i	-2	i	i
COc1ccc2c(c1OC)C(=O)OC2Nc1ncccc1C (centres undefined)	4	-4	i	-2	i	i	0	i	-2	i	i
O=C(N[C@H](C(=O)O)c1ccccc1)C1CCC(Cn2cnc3ccccc3c2=O)CC1 (some centres undefined)	8	-8	i	4	i	i	-5	i	0	i	i
O=C(N/N=C/C(Br)=C/c1ccccc1)c1ccccc1F	5	3	-9.4*	12	i	i	1	i	4	-9.2*	i
CC(NC(=O)CCC1COc2ccccc2O1)c1ccccc1 (centres undefined)	-4	-10	i	0	i	i	1	i	8	i	i
C=CCN1CCN(C(=O)c2oc3ccccc3c2C)CC1	0	-1	i	-3	i	i	0	i	-4	i	i
O=c1c(O)c(-c2cccs2)oc2ccccc12	1	33*	i	-2	55*	i	0	i	-1	i	i
Cc1cc(C)cc(-n2ncc3c2CCCC3NC(=O)c2cc(C)[nH]n2)c1 (centres undefined)	1	-17	i	-3	i	i	7	i	0	i	i
COc1cccc(/C=N/NC(=O)c2cc3c(OC)ccc(OC)c3[nH]2)c1O	-6	-9	i	8	i	i	1	i	0	i	i
Cn1nnc(NCc2cc(Br)ccc2OCc2cccs2)n1	0	-1	i	1	i	i	5	i	-5	i	i
O=C1CN(C(=O)c2c(F)cccc2F)C(c2ccc(F)cc2)c2cc(F)ccc2N1 (centres undefined)	-1	0	i	0	i	i	-4	i	3	i	i
COC(=O)c1ccc(-n2c(C)cc(C(=O)CSc3ccc(NC(C)=O)cc3)c2C)cc1	2	-2	i	-4	i	i	-1	i	5	i	i
CC(=O)N1CCc2cc(S(=O)(=O)CCC(=O)O)ccc21	2	-6	i	-1	i	i	-1	i	5	i	i
C=CCNc1nc(NCCO)nc(N2CCCC2)n1	0	-6	i	-3	i	i	7	i	3	i	i
Cc1nc(C)n(CC(=O)N2CCCC(C(=O)c3ccc(C(F)(F)F)cc3)C2)n1 (centres undefined)	8	-6	i	-1	i	i	-1	i	1	i	i
CSc1nsc(SCC(=O)Nc2ccc3c(c2)OCCO3)n1	2	-8	i	-3	i	i	5	i	6	i	i
Cc1ccnc2nc(C(=O)NCc3cccs3)nn12	-2	-8	i	-4	i	i	1	i	-1	i	i
CCOC(=O)N1CCC(NC(=O)CS(=O)(=O)Cc2nc(-c3ccc(C)cc3)oc2C)CC1	0	-11	i	1	i	i	5	i	1	i	i
C/C(=N/NC(=O)CN1CCN(S(=O)(=O)c2ccc(Br)cc2)CC1)c1ccncc1	-3	-12	i	/	i	i	3	i	/	i	i
COc1ccc(Cl)cc1N(CC(=O)NCC(C)C)S(=O)(=O)c1ccc(C)c([N+](=O)[O-])c1	-4	-10	i	0	i	i	-2	i	4	i	i
Cc1ccc(N=CC=C2OC(C)(C)C(C)(C)O2)c(C)c1	7	-3	i	-2	i	i	-4	i	0	i	i
Cc1cc(C)cc(NC(=O)Cn2cc3c(n2)CCCCC3)c1	0	-6	/	/	i	i	/	i	4	i	i
O=C(O)CCCN1C(=O)C2C3CC(C2C1=O)C1C(c2ccccc2)c2sc(=O)[nH]c2SC31 (centres undefined)	1	-3	i	-4	i	i	-4	i	-2	i	i
C/C(=N\NC(N)=O)c1ccccc1	2	-11	i	-3	i	i	7	i	-4	i	i
CCC(=O)NCCN1CCN(C(=O)CC)CC1	1	-6	i	-2	i	i	9	i	1	i	i
N#Cc1c(N2CCOCC2)nc(N2CCCCC2)c2c1CCN(C1CCCCC1)C2	1	-5	/	30	i	i	/	i	12	i	i
Cc1ccc2c(c1)c1nnc(SCC(=O)Nc3ccccc3C(F)(F)F)nc1n2CC(=O)O	1	-7	i	0	i	i	-2	i	5	i	i
O=C(Cc1ccccc1)Nc1nccs1	-2	-4	i	7	i	i	3	i	-2	i	i
Cc1ccc(/C=C(\NC(=O)c2ccccc2)C(=O)OCc2ccccc2)cc1	-1	-11	i	-1	i	i	-1	i	-2	i	i
COC(=O)c1[nH]c2ccc(F)cc2c1NS(=O)(=O)c1ccc(OC)cc1	-2	-2	i	-1	i	i	6	i	1	i	i
Cn1c2c(c(=O)n(C)c1=O)C(c1cccc([N+](=O)[O-])c1)Nc1ccccc1O2 (centres undefined)	-2	-2	i	-44	i	i	2	i	-4	i	i
O=C(O)CCNC(=S)Nc1cccc(F)c1	-1	-8	i	1	i	i	0	i	2	i	i
CCCn1cc(CN2CCC(n3nccc3NC(=O)CCOc3ccccc3)CC2)c(C)n1	0	-5	i	-1	i	i	/	i	-3	i	i
COC1CCCN(C(=O)c2ccc(OC3CCN(CCc4ccccc4)CC3)cc2)C1 (centres undefined)	-2	-13	i	0	i	i	3	i	-6	i	i
CCc1ccc(C2C(C#N)=C(N)SC(N)=C2C#N)cc1	-3	-13	i	11	i	i	/	i	/	i	i
O=C(Cc1cccs1)NCc1cccc(C(F)(F)F)c1	-2	-5	i	1	i	i	1	i	2	i	i
COc1ccc(CCNC(=O)C(NC(=O)OCc2ccccc2)C(C)C)cc1OC (centres undefined)	1	-10	i	-3	i	i	31	i	-2	i	i
COc1ccc(OCCSc2nnc(CC(=O)Nc3cccc(Cl)c3Cl)n2C)cc1	1	-8	i	-2	i	i	11	i	4	i	i
COCCNC(C(=O)Nc1cc(Cl)cc(Cl)c1)c1ccccc1 (centres undefined)	-4	-10	-9.2*	2	i	i	-1	i	0	-12*	i
CC(C)(C)CN1CCC(n2nccc2NC(=O)c2ccccc2Cl)CC1	4	-10	i	-2	i	i	-5	i	-1	i	i
COC(=O)c1ccc(COC(=O)CNC(=O)c2ccc(-c3ccccc3)cc2)cc1	1	-1	i	-2	i	i	-2	i	-1	i	i
CC1(c2ccccc2)NC(=O)N(CC(=O)Nc2cc3c(cc2Br)OCCO3)C1=O (centres undefined)	1	-19	i	-3	i	i	9	i	-1	i	i
CCN(CC)CCOC(=O)c1ccc(N/C=C(/C#N)c2nc(-c3ccc(OC)c(OC)c3)cs2)cc1	0	-24	i	0	i	i	0	i	4	i	i
O=C(O)C1CC=CCC1C(=O)NCc1ccccc1 (centres undefined)	5	-5	i	-2	i	i	-5	i	2	i	i
COc1ccc(S(=O)(=O)N2CCSC2C)cc1C (centres undefined)	-1	-7	i	9	i	i	/	i	0	i	i
CC1CCc2nc3ccc(S(=O)(=O)N4CCC(C(=O)NCc5ccccc5Cl)CC4)cc3c(C(=O)O)c2C1 (centres undefined)	-2	-8	i	1	i	i	-2	i	-4	i	i
Cc1ccc(NC(=O)CSc2nnc(Cc3cccn3C)n2-c2ccc(F)cc2)c(C)c1	3	-9	i	-3	i	i	-2	i	0	i	i
COc1c(CC=C(C)C)cc(C2CC(=O)c3c(O)cc(O)cc3O2)c(CC=C(C)C)c1O (centres undefined)	1	-5	/	-3	i	i	/	i	14	-11*	-7.6*
O=C(O)CCSCC(=O)c1ccc2c(c1)OCCO2	4	-11	i	0	i	i	5	i	-4	i	i
Cc1c(OCC(=O)N[C@@H](Cc2ccccc2)C(=O)O)ccc2c1oc(=O)c1ccccc12	0	-18	i	11	i	i	35	i	-27	i	i
COc1cc(COCC(O)CN2CCN(Cc3ccccc3)CC2)cc(OC)c1OC (centres undefined)	2	-4	i	-6	i	i	/	i	6	i	i

Compound activity from PubChem BioAssay.
